Bioassay records from PubChem.
STK33 kinase inh: inhibitors of purified STK33 kinase, primary screen, biochemical, ADP-Glo luminescence, homogeneous, cell-free | MBP phosphorylation | inhibition, % at 10 µM | AID 2661, 2010 | 320,000 compounds, 0.073% hits | Serine/threonine-protein kinase 33 (Homo sapiens), Q9BYT3;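 active means inhibition at or above 25%, using the most active replicate where run in duplicate; inactive means inhibition below 25%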
Target sequence (Q9BYT3 whole entry, looked up): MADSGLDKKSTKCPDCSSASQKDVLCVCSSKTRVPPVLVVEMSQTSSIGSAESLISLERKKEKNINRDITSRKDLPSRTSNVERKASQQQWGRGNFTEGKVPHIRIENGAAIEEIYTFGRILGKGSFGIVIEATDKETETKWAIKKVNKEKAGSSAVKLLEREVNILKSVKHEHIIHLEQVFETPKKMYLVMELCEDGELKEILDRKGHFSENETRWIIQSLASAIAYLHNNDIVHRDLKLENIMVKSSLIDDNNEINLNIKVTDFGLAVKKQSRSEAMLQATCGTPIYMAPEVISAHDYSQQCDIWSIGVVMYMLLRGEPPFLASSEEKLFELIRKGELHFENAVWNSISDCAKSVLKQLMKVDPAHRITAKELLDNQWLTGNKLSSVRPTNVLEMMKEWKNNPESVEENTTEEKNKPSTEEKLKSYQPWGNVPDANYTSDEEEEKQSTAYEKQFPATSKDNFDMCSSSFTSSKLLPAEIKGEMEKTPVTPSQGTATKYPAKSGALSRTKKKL
Kir21 block: inhibitors of mouse Kir2.1 inward-rectifier potassium channel; HEK293-Kir2.1, FluxOR thallium flux fluorescence; stronger effect = lower value; Inward rectifier potassium channel 2 (Mus musculus), P35561; 310,000 compounds, 0.85% hits; B-score at 10 µM; AID 1672, 2009;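 active means fluorescence ratio B-score at or below minus 3 SD of library scores, with starting-brightness B-score within 2 SD, cut at about -4.2 in these data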;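 further: channel flux triggered by added potassium and thallium sulfate stimulus; B-score of peak minus minimum fluorescence over baseline after thallium stimulus; more negative B-score means stronger Kir2.1 block with less thallium influx; some compounds called inactive have numbers as strong as hits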
Target sequence (P35561 whole entry, looked up): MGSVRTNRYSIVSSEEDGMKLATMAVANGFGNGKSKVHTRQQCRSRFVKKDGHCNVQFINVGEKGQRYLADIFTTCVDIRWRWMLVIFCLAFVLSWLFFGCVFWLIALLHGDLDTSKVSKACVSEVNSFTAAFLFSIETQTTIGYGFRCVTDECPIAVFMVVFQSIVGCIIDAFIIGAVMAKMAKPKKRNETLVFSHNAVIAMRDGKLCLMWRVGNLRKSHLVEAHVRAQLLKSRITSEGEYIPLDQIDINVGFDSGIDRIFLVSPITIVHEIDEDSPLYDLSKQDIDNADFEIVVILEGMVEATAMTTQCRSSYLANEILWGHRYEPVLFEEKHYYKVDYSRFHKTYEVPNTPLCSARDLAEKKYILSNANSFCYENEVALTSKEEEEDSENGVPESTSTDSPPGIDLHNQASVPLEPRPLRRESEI
An asterisk follows results filed as active; . = not tested or not shown. This is a random part of the collection. Share with any hit: about 0.84%.

STK33 kinase inh,Kir21 block,compound
0.4,1.9,C#CCOCCOCCOCCNc1nc(N2CCN(C(=O)C([C@@H](C)CC)n3cc(C(N)COC(=O)C(F)(F)F)nn3)CC2)nc(N2CCN(C(=O)[C@H](CCCCN)n3cc(C(N)CC(C)C)nn3)CC2)n1 (stereo not given in full)
-1.5,-0.7,O=C(CCCNS(=O)(=O)c1cccc2nsnc12)NC1CCCCC1
-2.7,1.1,Cc1nc(N2CCC(C)CC2)c2c(C)c(C(=O)Nc3ccc(C)c(F)c3)sc2n1
-0.9,3.5,CCCCN(CC)C(=O)Cc1ccc(Br)cc1
0.9,0.5,Cc1cc(C)cc(NC(=O)C(=O)NCC2CCCO2)c1 (stereo not given)
0.5,1,Cc1ccc(S(=O)(=O)N2CCCCC2)cc1C(=O)c1nccn1C
-0.4,-0.94,O=C(CCn1cnnn1)Nc1ccc(Cl)c(Cl)c1
-0.9,0.27,C=CCN1C(=O)NC(c2ccccc2)(C(F)(F)F)S/C1=C(\C#N)c1nnc(N2CCOCC2)n1-c1ccccc1 (stereo not given)
-0.9,0.5,COc1cccc(NC(=O)CSc2ccc(-c3sc(C)nc3C)nn2)c1
-0.1,0,Cc1ccccc1CNS(=O)(=O)c1csc(C(N)=O)c1
0.6,1.1,Cc1ccc(NC(=O)c2ccc(NCCCN3CCC(C)CC3)c([N+](=O)[O-])c2)cc1F
-0.7,-0.8,CC(C)(C#N)N([O-])C=C[N+](=O)C(C)(C)C#N
-0.2,.,COc1cccc(NC(=O)CN(C)C(=O)c2cc(C3CC3)nn2-c2ccccc2)c1
-0.9,-1.2,O=C(COC(=O)C1CCN(c2ccc(C(F)(F)F)cn2)CC1)Nc1ccc(F)cc1[N+](=O)[O-]
-1.6,1.2,CCCCn1c(=O)c(Cc2ccccc2)c(O)c2ccccc21
-0.5,-0.52,O=C(CN(Cc1ccc(Cl)cc1)C(=O)c1csnn1)NCc1ccccc1
4.7,-0.25,Fc1ccc(-c2nnc(-c3ccc(Cl)cc3)o2)cc1
-1.0,-0.84,CCOC(=O)C(NC(C)=O)(Nc1ccc(F)cc1)C(F)(F)F (stereo not given)
0.2,0.32,Cc1ccc(OC(=O)c2sc(Cl)nc2C)cc1C
-0.3,-0.79,CCCOCC1CC2(CC(C)(c3csc(N)n3)OC2=O)C(=O)O1 (stereo not given)
-2.9,0.39,O=C(Nc1cccc(F)c1)c1ccccc1
-0.1,-0.65,Cc1c(C(c2ccc(C(=O)O)cc2)c2c(C)n(C)n(-c3ccccc3)c2=O)c(=O)n(-c2ccccc2)n1C
1.0,0.01,CC(=O)Nc1ccccc1-c1nn[nH]n1
-0.3,-0.13,Cc1cccc(-c2nnc(-c3cccc(NC(=O)Cc4cccs4)c3)o2)c1
-1.9,-0.71,Cc1ccc(-c2n[nH]c(=S)n2/N=C/c2ccc(C)o2)cc1
-1.8,0.83,COC(=O)COc1ccc(C(C2C(=O)CC(C)(C)CC2=O)C2C(=O)CC(C)(C)CC2=O)cc1
-1.7,0,Oc1ccc(Br)cc1CNc1cnc2ccccc2c1
0.2,.,COc1ccc(C(=O)OCC(=O)N2C(C)CCCC2C)cc1S(=O)(=O)N1CCOCC1 (stereo not given)
-0.9,0.35,COc1ccc(N2CCN(C(=O)CCNS(=O)(=O)c3cc(Br)cnc3N)CC2)cc1
0.6,0.05,Cc1[nH]c2ccccc2c1/C=N/NC(=O)CNC(=O)Cc1ccccc1
-2.5,-0.51,COC(=O)C1=C(C(=O)c2ccccc2)C(c2cccs2)n2nnnc2N1 (stereo not given)
-0.6,.,COc1ccc(S(=O)(=O)N2CCOCC2)cc1NC(=O)COC(=O)c1oc2ccccc2c1C
0.0,-0.26,O=C(O)CN1CCCCC1
-0.4,0.4,Cc1ccc(S(=O)(=O)Nc2cccc3ncccc23)s1
-0.9,1.6,O=C(COc1ccc2ccccc2c1)NCC(=O)N/N=C/c1ccco1
-2.1,1.1,Cc1cc(Cl)ccc1OCC(=O)N/N=C1\CC2C=CCC12 (stereo not given)
-0.6,-1.1,Cn1ncc(Cl)c1C(=O)Nc1nnc(C2CC2)s1
-0.4,0.1,C=C1c2ccccc2NC(=O)N1c1ccc(OC)cc1
-1.5,-1.5,O=C(NNS(=O)(=O)c1ccc(CCCl)cc1)C(O)(c1ccccc1)c1ccccc1
1.2,-1.8,CCCCNC(=O)c1nc2ncc(Br)cn2n1
0.8,-0.23,CCn1nnc(-c2ccccc2NC(=O)c2cc(OC)c(OC)c(OC)c2)n1
-1.8,1.6,CCCCCCC1CC(CSC(=N)N)OC1=O (stereo not given)
-16,-0.03,CC(=O)n1cc(C2C(=O)CCCC2=O)c2ccccc21
0.3,-1.2,Cc1ccc2nsnc2c1S(=O)(=O)NCCc1c(C)[nH]c2ccc(F)cc12
-0.2,0.05,O=[N+]([O-])c1ccc(Cl)c(-c2ccc(/C=N/c3c(-c4ccco4)nc4ccccn34)o2)c1
-2.0,-0.51,CN1CCN(C(=S)NC(=O)c2ccc(-c3ccccc3)cc2)CC1
-0.3,2.2,O=C(Nc1ccc(Br)cc1)c1ccc2c(c1)OCO2
-1.1,-0.13,Cc1ccn2cc(CCNS(=O)(=O)c3ccc4c(c3)OCCO4)nc2c1
-0.2,.,Cc1cc(C)c(S(=O)(=O)N2CCC(C(=O)OCc3c(C)noc3C)CC2)c(C)c1
1.8,0.61,CCC(=O)Nc1c(C(=O)Nc2ccc3c(c2)OCCO3)oc2ccccc12
-1.2,1.2,CCCCNC(=S)Nc1ccc(SC(F)F)cc1
-1.7,0.81,COc1ccc(CCNC(=O)c2noc(C(C)C)c2[N+](=O)[O-])cc1OC
-1.3,-0.32,CCc1nnc(NC(=O)C2CC(=O)N(CCc3ccc(F)cc3)C2)s1 (stereo not given)
-2.1,-1.3,Cc1ccccc1Cn1nnc2c1C(=O)c1ccccc1C2=O
-0.2,0.08,Cc1ccc(N2C(=O)C(F)(F)C2c2ccccc2)cc1 (stereo not given)
0.5,-0.03,CC(C)(C)NC(=O)C1CCC(CNc2c(N3CCCCC3)c(=O)c2=O)CC1 (stereo not given)
0.1,0.28,CC(C)Oc1ccc(C(=O)NC2(C(F)(F)F)NC(=O)N(CCCc3ccccc3)C2=O)cc1 (stereo not given)
-1.6,0.05,CCC(C)(C(=O)NC1CCCC1)N(CC1CCCO1)C(=O)c1ccc2c(c1)OCO2 (stereo not given)
-1.9,0.63,COc1ccccc1N1CCN(C(=O)Cn2ncc3c([nH]c4ccccc43)c2=O)CC1
-2.0,-0.24,N#Cc1ccsc1NC(=O)COc1ccc(-c2nnco2)cc1

Seven entries from above, bar-delimited.
mol | STK33 kinase inh | Kir21 block
Cc1ccc(S(=O)(=O)N2CCCCC2)cc1C(=O)c1nccn1C | 0.5 | 1
Cc1ccc(N2C(=O)C(F)(F)C2c2ccccc2)cc1 (stereo not given) | -0.2 | 0.08
O=C(COc1ccc2ccccc2c1)NCC(=O)N/N=C/c1ccco1 | -0.9 | 1.6
CC(=O)n1cc(C2C(=O)CCCC2=O)c2ccccc21 | -16 | -0.03
COC(=O)COc1ccc(C(C2C(=O)CC(C)(C)CC2=O)C2C(=O)CC(C)(C)CC2=O)cc1 | -1.8 | 0.83
CC(C)Oc1ccc(C(=O)NC2(C(F)(F)F)NC(=O)N(CCCc3ccccc3)C2=O)cc1 (stereo not given) | 0.1 | 0.28
CCn1nnc(-c2ccccc2NC(=O)c2cc(OC)c(OC)c(OC)c2)n1 | 0.8 | -0.23

Next results
STK33 kinase inh,Kir21 block,compound
1.1,-0.02,COc1ccc2c(c1)CC/C(=C\c1ccc(C)o1)C2=O
-1.0,0.01,COCCNC(=O)CSc1nc2ccccc2c(=O)n1CCC(=O)NCCc1ccc(OC)c(OC)c1
0.0,-2,CCCCCCSc1cc(C)nc2ncnn12
-1.0,-0.28,CSc1ccccc1NC(=O)CN1CC(C)OC(C)C1 (stereo not given)
-0.3,-1.2,O=C(NC1CCCc2ccccc21)C1CCN(c2nnc(-n3cccc3)s2)CC1 (stereo not given)
-0.3,0.52,O=S(=O)(c1ccc(N2CCCC2)nc1)N1CCCC1
0.1,0.24,COc1cc(NC(=S)NCc2cccnc2)cc(OC)c1OC
-0.6,1.2,O=C(/C=C/c1ccc(Br)cc1)NC(=O)c1ccccc1O
-0.2,0.27,Cc1cc(C)n(C2CCCCC2OC(=O)c2ccccc2)n1 (stereo not given)
-1.0,1.3,Cc1ccc2nc(SC(C)C(=O)N3CCCCC3)[nH]c2c1 (stereo not given)
-0.3,0.94,Cc1ccccc1C(=O)NC1CCN(CC(=O)Nc2c(C)cccc2C)CC1
0.8,0.61,Cc1cccc(OCC(=O)Nc2ccc(NC(=O)c3ccco3)c(C)c2)c1
0.6,-1.1,O=C(O)c1nccnc1C(=O)Nc1ccccc1N1CCOCC1
0.6,-0.64,O=S(=O)(NCc1csc(-c2cccnc2)n1)c1ccc(Cl)s1
-0.9,0.36,COCCCN1C(=O)C(=O)/C(=C(/O)c2ccc(OCC(C)C)cc2)C1c1cccnc1 (stereo not given)
-0.7,-2.6,O=C(NCCS(=O)(=O)c1ccc(Br)cc1)c1ccc(F)cc1
-1.3,-1.5,Cc1ccc(Br)cc1S(=O)(=O)Nc1cccnc1
1.2,0.6,CCCCCCCCC(=O)N/N=C/c1ccccn1
-0.7,-0.08,CCOC(=O)C1(CCCc2ccccc2)CCN(C(=O)Cn2nc(C)nc2C)CC1
1.9,-0.26,Cc1nc(NC(=O)/C=C/c2ccccc2)sc1C(=O)NCCO
-1.2,.,C[C@H](CO)N1C[C@H](C)[C@@H](CN(C)C(=O)NC2CCCCC2)Oc2c(NC(=O)C3CC3)cccc2C1=O
-0.2,-0.31,Cc1ccc(C(=O)NC(O)C(Cl)Cl)cc1 (stereo not given)
1.1,0.39,O=C(COc1ccc2ccccc2c1)N1CCN(c2ccccc2O)CC1
0.6,0.65,Cc1ccc(S(=O)(=O)N2c3ccccc3OCC2C(C)(C)C)cc1 (stereo not given)
0.5,-0.06,COc1cc(/C=C2\SC(=S)N(Nc3ccccc3)C2=O)cc(OC)c1OC
-0.9,-0.7,COCCOC(=O)C1=C(C)OC(N)=C(C#N)C1c1ccco1 (stereo not given)
-1.3,1.2,Cc1cc(C)n(-c2nc3nonc3nc2Nc2cccc(C)c2C)n1
0.3,0.83,O=c1c2ccccc2nnn1CSc1nnc(-c2ccco2)o1
-0.6,-1.3,CCOC(=O)C1(Cc2ccccc2)CCN(CC2CC=CCC2)CC1 (stereo not given)
-0.6,-0.16,Cc1cc(=O)oc2c(C)c3occc3cc12

Another view of some results above.
> CCCCCCSc1cc(C)nc2ncnn12
  STK33 kinase inh: 0.0	Kir21 block: -2

> COc1cc(NC(=S)NCc2cccnc2)cc(OC)c1OC
  STK33 kinase inh: 0.1	Kir21 block: 0.24

> O=C(O)c1nccnc1C(=O)Nc1ccccc1N1CCOCC1
  STK33 kinase inh: 0.6	Kir21 block: -1.1

> Cc1ccc(C(=O)NC(O)C(Cl)Cl)cc1 (stereo not given)
  STK33 kinase inh: -0.2	Kir21 block: -0.31

(further entries)
STK33 kinase inh,Kir21 block,compound
1.5,.,CC(C)C[C@@H]1CN=C(N)N1C[C@@H]1CCCN1C[C@H](C)N1C[C@@H](Cc2ccccc2)N(CCCC2CCCC2)C1=N
.,-3,Cc1cc2c(cc1S(=O)(=O)NCCc1ccccc1)NC(=O)CO2
-0.7,2.1,CCN(CCO)Cc1cc(=O)oc2c(C)c(C)ccc12
0.5,0.1,CC1(OC(=O)c2cnc3ccccc3n2)C(=O)C=C2C=C(C3CC3)OC=C2C1=O (stereo not given)
-0.6,0.3,CCC(C)NS(=O)(=O)c1ccc(OC)c(Cl)c1Cl (stereo not given)
-0.2,0.1,CCN1CCN(C(C)CCc2ccccc2)CC1 (stereo not given)
-0.6,1.4,CN(Cc1ccco1)S(=O)(=O)c1ccc(CN2C(=O)c3cccnc3C2=O)s1
-0.9,-0.33,CN(C(=S)Oc1ccc(C(=O)Nc2ccccc2)cc1)c1ccccc1
0.6,-0.84,COC(=O)Nc1ccc(S(=O)(=O)Nc2ccccc2F)cc1
-0.6,0.42,COC(=O)c1cc(-c2ccc(S(=O)(=O)N3CCCC(C)C3)cc2)c(C(F)(F)F)s1 (stereo not given)
-1.9,0.05,COc1ccc(S(=O)(=O)NCC2CCCN(C(=O)C3CCCC3)C2)cc1 (stereo not given)
-1.6,1.2,CCOC(=O)/C(C#N)=C/c1c(N2CCN(C)CC2)nc2c(C)cccn2c1=O
0.3,-0.02,Cc1ccccc1NC(=O)CN1CCC(NC(=O)Nc2ccccc2)CC1
-1.2,-0.31,O=C(Nc1ccc(F)cc1)c1ccc(NC(=O)C2CCCO2)cc1 (stereo not given)
-0.8,-0.74,Cc1cccc(NS(=O)(=O)c2ccc(-c3cnc(C4CC4)o3)cc2)c1
0.8,-0.19,Cc1ccc(S(=O)(=O)Nc2cccc(-c3ccc(N4CCCCCC4)nn3)c2)c(C)c1
-0.2,0.3,COc1ccccc1N=Cc1nc(-c2ccccc2)oc1OC(C)=O
-0.7,-0.68,COc1cccc(/C=N/c2oc(-c3ccccc3)cc2C#N)c1O
-3.2,0.4,O=C1/C(=C/c2cccs2)CCC1C1CCCC1 (stereo not given)
-2.0,.,O=C(CSc1nc2nn(-c3ccccc3)c(=O)c-2c2n1CCCCC2)Nc1ccc(F)cc1F
-2.6,0.75,Cc1cc(C(C)(C)C)ccc1NC(=O)CC(C)(C)CC(=O)O
-0.6,-0.52,COC(=O)c1sccc1NC(=O)CSc1ccccc1N
0.2,1.4,COc1cccc(C(C(=O)NC2CCCCC2)N(C(=O)Cc2cccs2)c2ccc(-n3cnnn3)c(OC)c2)c1 (stereo not given)
0.4,.,O=C(c1ccc(-c2ccccc2)cc1)N1CCN(c2ncccn2)CC1
-1.1,-0.17,N#C/C(=C\c1c(Cl)cccc1Cl)c1nn(-c2ccccc2)c(-n2cccc2)c1C#N
-0.7,-0.69,CCO/C=C1/C(=O)N(CC)c2ccccc21
